S-ASM inh = Inhibitors of Secretory Acid Sphingomyelinase (S-ASM): qHTS; Sphingomyelin phosphodiesterase (Homo sapiens), P17405; placental ASM, HMU-PC fluorogenic substrate, 60 min; Potency, µM (top dose mostly 57.5 µM), for the others: top-dose activity change, negative = inhibition, most hits filed as inhibitors; actives 0.006% (n = 340,000); also: potency is read from the fitted curve at half-maximal effect
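Fluorescence read-out (Ex 386 nm, Em 447 nm) after stopping the reaction at pH 10. Enzyme: ASM from human placenta; substrate HMU-PC0, 9 uM final; 60 min, 37 °C. Compound preincubation 10 min, ambient temperature.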
ELG1 genotox = qHTS screen for small molecules that induce genotoxicity in human embryonic kidney (HEK293T) cells expressing luciferase-tagged ELG1 | HEK293T ELG1-luciferase reporter, luminescence, 16 h | Potency, µM (top dose mostly 46 µM), without a hit: at the highest dose activity change, positive = activation, most hits filed as activators | actives 1.3% (n = 330,000); also: potency is read from the fitted curve at half-maximal effect; % of control where 0% means no effect; nearly all actives have a fitted effect of over 60% in size
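Luminescence read-out: rising ELG1-luciferase signal, reflecting elevated ELG1 protein under genetic stress, flags genotoxic compounds. Cells were treated for 16 hr at 37 °C before ONE-Glo detection.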
B2AR arrestin = qHTS assay of beta-arrestin-biased ligands of beta2-adrenergic receptor. Beta-2 adrenergic receptor (Homo sapiens), P07550. beta-arrestin recruitment to beta2AR, cell-based reporter. Potency, µM (top dose mostly 46.1 µM), inactives show top-dose activation, hits mostly activators. AID 492947, 2010. actives 0.02% (n = 330,000);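 also: potency is read from the fitted curve at half-maximal effect; 0% = DMSO controls and full agonism = EC100 isoproterenol or metaproterenol; nearly all actives have a fitted effect of over 65% in size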
Target sequence (P07550 whole entry, looked up): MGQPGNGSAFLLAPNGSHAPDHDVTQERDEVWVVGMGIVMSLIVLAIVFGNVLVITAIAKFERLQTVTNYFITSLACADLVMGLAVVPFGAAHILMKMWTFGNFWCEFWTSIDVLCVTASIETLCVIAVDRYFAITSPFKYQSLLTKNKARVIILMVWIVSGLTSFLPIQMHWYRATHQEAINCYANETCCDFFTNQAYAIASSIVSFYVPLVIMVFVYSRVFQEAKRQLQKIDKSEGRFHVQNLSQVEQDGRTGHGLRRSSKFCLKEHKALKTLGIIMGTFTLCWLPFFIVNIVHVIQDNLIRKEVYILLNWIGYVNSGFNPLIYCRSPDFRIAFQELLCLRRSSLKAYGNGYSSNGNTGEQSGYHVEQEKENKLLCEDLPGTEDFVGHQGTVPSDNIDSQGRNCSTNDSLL
USP2a block = qHTS Assay for Inhibitors of Ubiquitin-specific Protease USP2a Using CHOP2 as the Reporter. USP2 core, Ub-CHOP2 coupled fluorogenic reporter, 485/531. Potency, µM (series often up to 38.3 µM), for inactives: at the highest dose activity change, negative = inhibition, usual class: inhibitors. actives 0.01% (n = 330,000);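 also: potency is read from the fitted curve at half-maximal effect; plate controls were DMSO wells for no effect and full inhibition by NEM control for full effect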
Target sequence (O75604 whole entry, looked up): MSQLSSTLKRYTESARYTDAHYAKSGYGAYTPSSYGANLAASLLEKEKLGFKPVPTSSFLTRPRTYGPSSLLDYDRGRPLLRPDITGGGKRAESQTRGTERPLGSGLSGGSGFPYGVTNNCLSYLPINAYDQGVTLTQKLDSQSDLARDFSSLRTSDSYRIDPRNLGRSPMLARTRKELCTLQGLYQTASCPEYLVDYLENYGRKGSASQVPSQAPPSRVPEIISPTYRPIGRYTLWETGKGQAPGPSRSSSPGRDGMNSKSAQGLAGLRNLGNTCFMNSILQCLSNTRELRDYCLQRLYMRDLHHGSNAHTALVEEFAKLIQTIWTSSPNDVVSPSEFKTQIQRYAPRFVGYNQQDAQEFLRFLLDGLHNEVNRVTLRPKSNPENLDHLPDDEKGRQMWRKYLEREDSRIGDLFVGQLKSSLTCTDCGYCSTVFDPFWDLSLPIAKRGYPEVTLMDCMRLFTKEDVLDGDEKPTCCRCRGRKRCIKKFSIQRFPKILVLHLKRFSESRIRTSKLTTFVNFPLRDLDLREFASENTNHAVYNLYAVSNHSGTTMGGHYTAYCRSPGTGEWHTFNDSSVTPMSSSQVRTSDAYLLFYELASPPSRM
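Cell-free coupled assay: 10nM USP2 core preincubated 30min RT with compound in Tris-HCl pH 8.0/CaCl2/CHAPS buffer, then 25nM Ub-CHOP2 and 25nM reporter substrate; fluorescence (Ex 485/Em 531) read after 60min RT, normalized to NEM inhibition, concentration-response curves fitted.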
Integrin act MD = qHTS for Activators of Integrin-Mediated Alleviation for Muscular Dystrophy. actives 0.064% (n = 350,000). Potency, µM (doses to about 38.3 µM), without a hit: at the highest dose activation, actives largely listed as activators. AID 624291, 2012. alpha7betagal myoblasts, beta-gal FDG fluorescence, 48 h;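 also: potency is read from the fitted curve at half-maximal effect; 100% = response of the positive control SU9516; nearly all actives have a fitted effect of over 60% in size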
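alpha7betagal+/- myoblasts (passage 13, 250/well) treated 48 h at 37C with compounds at 1:260 dilution of DMSO stock. Lysed, then beta-galactosidase activity read as FDG fluorescence (ex 480/em 540) after 30 min, with pre-read for autofluorescence.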
BRCA1 expr up = qHTS Assay to Identify Small Molecule Activators of BRCA1 Expression; MCF7-BRCA1-FFLuc reporter, luminescence, 48 h; response scale: scaled: vehicle 0%, 10 µM genistein 100%; Potency, µM (series often up to 46.1 µM), for the others: top-dose activation, usual class: activators; AID 624202, 2012; actives 1.1% (n = 380,000); also: potency is read from the fitted curve at half-maximal effect; nearly all actives have a fitted effect of over 80% in size; some results filed as inactive show a strong effect at the top dose
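Using MCF7 cells harboring a BRCA1 firefly luciferase reporter, plated 2 h before compound pinning, the screen measured luminescence after 48 h incubation. Responses were normalized to DMSO and 10 microM genistein, then fitted for concentration-effect.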
uPA generation = qHTS for Inhibitors of Cell Surface uPA Generation; cell surface uPA generation assay, qHTS; Potency, µM (top dose mostly 38.3 µM), without a hit: top-dose activity change, negative = inhibition, most hits filed as inhibitors; actives 0.31% (n = 330,000); AID 540303, 2011; active = well fitted inhibition curve with a large enough effect; inconclusive = small, poorly fitted or top-dose-only effect; inactive = no such curve, though single readings can be large or run the other way; tested in mouse RAW 264.7 cells; also: potency is read from the fitted curve at half-maximal effect; % is scaled to controls: 0 for no effect and ±100 for the full control effect; nearly all actives have a fitted effect of over 55% in size
Eya2 inh = qHTS Assay for Inhibitors of the Phosphatase Activity of Eya2; actives 0.006% (n = 330,000); Protein phosphatase EYA2 (Homo sapiens), O00167; Potency, µM (series often up to 76.9 µM), for the others: at the highest dose activity, negative = inhibition, hits mostly inhibitors; AID 488837, 2010; recombinant Eya2, OMFP fluorescence dephosphorylation (OMFP is methylfluorescein phosphate); also: potency is read from the fitted curve at half-maximal effect; % is scaled to controls: 0 for no effect and ±100 for the full control effect
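Eya2 (0.2 uM) preincubated 10 min at ambient with compound, then OMFP substrate added at 50 uM; 10 min reaction in 50 mM HEPES pH 7.5, 50 mM NaCl, 5 uM MgCl2, 0.05% BSA, 1 mM DTT. Fluorescence read at Ex 485/Em 525 nm.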
PTAP TSG101 blk = qHTS Assay for Iinhibitors of HIV-1 Budding by Blocking the Interaction of PTAP/TSG101 | Fluorescence polarization, FITC-PTAP peptide / Tsg101 binding | Potency, µM (top dose mostly 115 µM), for inactives: at the highest dose activity change, negative = inhibition, most hits filed as inhibitors | 340,000 tested, under 10 active; active = well fitted inhibition curve with a large enough effect in the main read-out, with a control signal flat, not every such curve was filed as active; inconclusive = small, poorly fitted or top-dose-only effect, or effect the other way, or a change in a side signal; inactive = no such curve, though single readings can be large or run the other way; also: potency is read from the fitted curve at half-maximal effect; % of control where 0% means no effect
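Steps: Tsg101 binding domain dispensed (10 uM final), compounds pinned in DMSO, FITC-labeled PTAP-motif peptide added (50 nM final); after 20 min binding at room temperature, polarization measured.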
TRPV1 ag = HTS Assay for Compounds that Act as Agonists of the Vanilloid Receptor 1; Transient receptor potential cation channel subfamily V member 1 (Homo sapiens), Q8NER1; TRPV1-expressing cells, Fluo-8 calcium influx, agonist mode; activation, % at 8.33 µM; actives 0.19% (n = 320,000); AID 540275, 2011; in the data active = activation above about 80%; inconclusive = between about 30% and that limit; also: 0% is about no effect
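TRPV1-expressing cells were cultured overnight at 35.5C and loaded with Fluo-8 calcium dye for 40 to 90 min at room temperature. After a 10 s baseline, compound was added and calcium influx was read kinetically for 3 min (ex 480/em 520 nm).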
p53 reactivation = qHTS assay for re-activators of p53 using a Luc reporter. actives 0.063% (n = 320,000). H1299 p53-A138V BP100-luciferase reporter, luminescence, 24 h. Potency, µM (doses to about 92.2 µM), for the others: top-dose activity change, positive = activation, most hits filed as activators; also: potency is read from the fitted curve at half-maximal effect; % of control where 0% means no effect; nearly all actives have a fitted effect of over 45% in size
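H1299 (p53-null), stable ts p53-A138V + BP100-Luc; 1000 cells/well, Opti-MEM/10% FBS; cpd 4 pt, 1:5; 24 h, 37 deg C, 5% CO2; detection reagent 10 min RT; luminescence.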
An asterisk follows results filed as active; ? = inconclusive; / = no result given; [ ] = another dose, or the depositor's remark. Unless noted, calls follow the shape of the dose curve; as a rule, active = well fitted curve in the direction sought with a large enough effect; inconclusive = small, poorly fitted or top-dose-only effect, or another doubt; inactive = no such curve, though single readings can be large; an effect the other way counts as inactive or inconclusive.

SMILES	S-ASM inh	ELG1 genotox	B2AR arrestin	USP2a block	Integrin act MD	BRCA1 expr up	uPA generation	Eya2 inh	PTAP TSG101 blk	TRPV1 ag	p53 reactivation
O=C(/C=C/c1ccccn1)c1ccc(Br)cc1O	-3%	3%	5.3%	0%	19%	-11%	-7%	6%	-3%	5	-1%
COc1ccccc1C(=O)NCC(=O)N/N=C/c1cccc(Cl)c1	-1%	0%	0.2%	4%	31%	-1%	7%	-6%	-3%	1	-2%
COc1ccccc1NC(=S)NC(=O)CCCOc1ccc(Cl)cc1Cl	-14%	1%	0.2%	1%	9%	16%	7%	13%	2%	1	-1%
Cn1nc(C(=O)NC2CCCCC2)c2c1-c1ccccc1SC2	-4%	?	-0.8%	2%	25%	23%	3%	-1%	0%	10	/
COc1ccccc1C/C(N)=N/OC(=O)COc1cc(C)cc(C)c1C	0%	-10%	-0.4%	0%	25%	12%	10%	-24%	-6%	-1	8%
O=C1/C(=C2/NCCN2C2CC(=O)N(c3ccccc3)C2=O)CC/C1=C\c1ccccc1 (stereo not drawn)	-2%	0%	0.2%	-1%	7%	11%	1%	?	-1%	0	8%
CC#CCN1c2ccccc2[C@]23C[C@@H](C(=O)OC)N(C(=O)C4CCC4)C2=NC(C(=O)OC)=C(C(=O)OC)[C@H]13	2%	-2%	0.2%	0%	-22%	1%	-26%	2%	0%	13	-4%
Cc1ccccc1C(=O)NNC(=O)C12CC3CC(CC(C3)C1)C2	0%	-1%	0.0%	0%	1%	-16%	-2%	-7%	-2%	1	6%
Cn1ccc(NC(=O)Nc2cccc([N+](=O)[O-])c2)n1	-5%	2%	-0.2%	5%	4%	79%	4%	4%	1%	10	2%
NC1=NOC(=O)C1C1CCCCC1 (stereo not drawn)	-3%	/	/	/	2%	-18%	3%	/	-6%	/	/
COCCNC(=O)c1c[nH]c2ccc(S(=O)(=O)N(C)c3ccc(C)c(C)c3)cc2c1=O	-10%	-17%	0.3%	2%	10%	-27%	-2%	-3%	-8%	2	5%
O=C(NC1CCCCC1)c1n[nH]c2c1CCCCC2	4%	?	-0.2%	1%	5%	-12%	3.2µM*	-3%	/	5	-15%
CCCCNc1c(-c2ccc(-c3cccc(Cl)c3)cc2)nc2ccccn12	282%[activator]	-1%	0.3%	2%	12%	8.9µM*	?	-25%	-1%	27	21%
C=CCn1c(COc2ccccc2F)nnc1SCC(=O)c1c[nH]c2ccccc12	-3%	-1%	0.0%	0%	-1%	-54%	25%	-9%	-2%	5	-12%
CCN(CC)S(=O)(=O)c1ccc(NC2c3ccccc3C(=O)N2c2ccc(C)cn2)cc1 (stereo not drawn)	-7%	-1%	0.1%	3%	15%	7%	0%	-9%	-5%	/	7%
O=S(=O)(c1ccc2c(c1)OCCO2)N1CCN(c2nc3ccccc3s2)CC1	-4%	-5%	-0.3%	-1%	-9%	-34%	2%	-2%	-9%	2	-7%
O=C(NNC(=O)c1cccs1)c1ccncc1	-1%	0%	-0.2%	3%	-15%	8%	3%	-14%	-3%	0	2%
Cc1ccc(S(=O)(=O)Cn2nnnc2C(CC(C)C)N2CCN(c3ccc(F)cc3)CC2)cc1 (stereo not drawn)	-1%	2%	0.2%	2%	2%	-3%	1%	-10%	-3%	-13	10%
CN1CCN(C(=O)c2cc(COc3ccc(F)cc3Cl)on2)CC1c1ccccc1 (stereo not drawn)	-9%	-2%	-0.4%	-6%	?	-17%	7%	7%	-7%	18	-4%
CCc1ccc(NC(=O)CCCNC(=O)Cn2cnc3sc(C)c(C)c3c2=O)cc1	-1%	?	0.3%	1%	-11%	-24%	/	14%	-1%	0	6%
COC(=O)CNc1nc(-c2ccncc2)nc2ccccc12	2%	-1%	5.5%	-1%	1%	-17%	6%	-13%	0%	8	-5%
O=C(Oc1ccccc1O)c1cccc2ccccc12	/	7%	0.2%	-1%	/	/	/	-3%	/	-1	4%
O=C(CN(CC1CCCO1)C(=O)CNS(=O)(=O)c1ccccc1)NCCc1ccccc1 (stereo not drawn)	1%	3%	0.2%	2%	5%	-3%	-3%	-3%	-3%	-1	2%
CCOC(=O)CC1(NC(=O)C2CCC(=O)N(Cc3ccccc3OC)C2)CCCCC1 (stereo not drawn)	4%	10%	0.7%	-1%	12%	-10%	-6%	-13%	/	-1	-2%
O=C(Nc1ccccc1)Nc1cc(S(=O)(=O)N2CCOCC2)ccc1N1CCCC1	-1%	1%	0.0%	0%	-33%	-26%	-1%	0%	-4%	2	0%

The results go on.
| SMILES | S-ASM inh | ELG1 genotox | B2AR arrestin | USP2a block | Integrin act MD | BRCA1 expr up | uPA generation | Eya2 inh | PTAP TSG101 blk | TRPV1 ag | p53 reactivation |
| --- | --- | --- | --- | --- | --- | --- | --- | --- | --- | --- | --- |
| Cc1cs/c(=N\N=C\c2cccc([N+](=O)[O-])c2)n1Cc1ccco1 | -3% | 5% | 2.3% | 2% | 22% | 24% | 3% | 3% | -6% | -2 | 14% |
| COc1ccc(CN2CCC(CO)(CCOc3ccccc3)CC2)cc1C | 0% | -2% | 0.2% | 5% | -7% | -20% | -2% | 1% | -1% | 6 | -1% |
| Cc1[nH]c(=O)[nH]c(=O)c1S(=O)(=O)N1CCC(C(=O)N2CCN(Cc3ccccc3)CC2)CC1 | 2% | 3% | 0.2% | 2% | 3% | -8% | 3% | 10% | 1% | 0 | 1% |
| CC(C)c1ccc(C2c3[nH]c4ccccc4c3C[C@H]3C(=O)N(c4ccccc4C(=O)N4CCC[C@@H]4C(=O)O)C(=O)N23)cc1 (stereo partly drawn) | -1% | 5% | -0.1% | 1% | -18% | -4% | 11% | -14% | -2% | 11 | / |
| N#Cc1ccc(S(=O)(=O)N2CCc3[nH]c4ccc(F)cc4c3C2)cc1 | -14% | -5% | 0.0% | 0% | 0% | -27% | 6% | -20% | -2% | -1 | -4% |
| Cc1csc(NC(=O)CN2CCCCCC2)n1 | 5% | 0% | 0.2% | 4% | -7% | 19% | 15% | 0% | 4% | 4 | 1% |
| CC(=O)Nc1ccc(Sc2ccccc2C(=O)O)cn1 | 0% | -1% | -1.0% | 1% | 33% | -23% | 0% | 13% | -4% | 3 | 2% |
| O=C(NCc1cccs1)C1CCN(c2nccs2)CC1 | 4% | 0% | 0.2% | -1% | -10% | 20% | -4% | 0% | -6% | -2 | 7% |
| S=c1[nH]nc(-c2ccccc2)n1/N=C/c1cccs1 | -1% | -5% | 0.0% | 3% | -5% | -12% | 1% | -22% | -8% | -3 | 1% |

Compound profiles (already shown). Order of values: S-ASM inh | ELG1 genotox | B2AR arrestin | USP2a block | Integrin act MD | BRCA1 expr up | uPA generation | Eya2 inh | PTAP TSG101 blk | TRPV1 ag | p53 reactivation
CCCCNc1c(-c2ccc(-c3cccc(Cl)c3)cc2)nc2ccccn12 in the list: 282%[activator] | -1% | 0.3% | 2% | 12% | 8.9µM* | ? | -25% | -1% | 27 | 21%
CCN(CC)S(=O)(=O)c1ccc(NC2c3ccccc3C(=O)N2c2ccc(C)cn2)cc1 (stereo not drawn) in the list: -7% | -1% | 0.1% | 3% | 15% | 7% | 0% | -9% | -5% | / | 7%
COc1ccccc1NC(=S)NC(=O)CCCOc1ccc(Cl)cc1Cl in the list: -14% | 1% | 0.2% | 1% | 9% | 16% | 7% | 13% | 2% | 1 | -1%
O=C(/C=C/c1ccccn1)c1ccc(Br)cc1O in the list: -3% | 3% | 5.3% | 0% | 19% | -11% | -7% | 6% | -3% | 5 | -1%

Assay outcomes from PubChem BioAssay.
